DRD3 antagonist: antagonists of human D3 dopamine receptor. D3R cells, DiscoveRx beta-arrestin luminescence, antagonist mode; active compounds read low. max response, negative = inhibition, %. hit rate 2.5% among 360,000. AID 652054; in the data active means max response below about -50%; inconclusive means no clear call, values can overlap the other calls; further: on the % scale 0 is the no-effect control and ±100 the full control effect; mostly tested at two doses, the higher about 12 µM
Target sequence (P35462 whole entry, looked up): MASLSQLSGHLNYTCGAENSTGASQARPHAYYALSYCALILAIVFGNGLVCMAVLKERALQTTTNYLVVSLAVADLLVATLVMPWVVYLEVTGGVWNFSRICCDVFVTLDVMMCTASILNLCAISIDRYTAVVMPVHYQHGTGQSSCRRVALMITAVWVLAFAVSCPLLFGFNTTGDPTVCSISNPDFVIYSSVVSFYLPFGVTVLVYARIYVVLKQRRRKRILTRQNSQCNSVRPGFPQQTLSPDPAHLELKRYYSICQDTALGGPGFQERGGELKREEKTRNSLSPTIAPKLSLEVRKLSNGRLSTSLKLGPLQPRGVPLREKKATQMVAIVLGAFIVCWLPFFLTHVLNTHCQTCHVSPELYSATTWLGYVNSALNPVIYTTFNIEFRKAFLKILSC
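Cells expressing the human receptor were seeded at 1500 cells/well, incubated overnight at 37 degrees C in 5% CO2, then exposed to library compounds with dopamine controls for 90 minutes at 37 degrees C before luminescent detection.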
aSyn rescue: alpha-synuclein toxicity inhibition in yeast. Yeast expressing alpha-synuclein, growth rescue, BacTiter-Glo, 24 h. hit rate 0.14% among 370,000. Potency, µM (top dose mostly 46.1 µM), for the others: at the highest dose growth rescue (activation), actives largely listed as activators; further: potency means the concentration at half of the fitted maximal effect; % of control where 0% means no effect; nearly all actives have a fitted effect of over 65% in size
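Galactose-induced alpha-syn yeast (OD600=0.02, raffinose-pregrown) + pinned cpd, 24 hr, 30 deg C; growth by BacTiter-Glo luminescence. Growth restoration scores as activation.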
KB-V1 cytotox: KB-V1 MDR subline cytotoxicity; KB-V1 MDR cells viability, CellTiter-Glo, 72 h; Potency, µM (titrated, usually from 46.1 µM), inactives show at the highest dose activity change, negative = cytotoxicity, hits mostly cytotoxic; hit rate 3.4% among 400,000; AID 1347076; further: potency means the concentration at half of the fitted maximal effect; on the % scale 0 is the no-effect control and ±100 the full control effect; nearly all actives have a fitted effect of over 60% in size
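qHTS viability screen in drug-selected KB-V1 MDR cells: 72 h compound treatment at 37 degrees C, ATP luminescence end point.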
DRD3 agonist: activates the human D3 dopamine receptor. P35462. D3R DiscoveRx beta-arrestin cells, luminescence, 90 min. max activation, %. hit rate 0.58% among 410,000; in the data active means max activation above about 30%; further: 0% is about no effect; mostly tested at two doses, the higher about 12 µM
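Agonist-mode cell screen: cells plated at 1500/well and incubated overnight at 37 °C, then exposed to library compounds for 90 min at 37 °C. Detection reagent was added for 30–60 min at room temperature, and luminescence was read.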
TDP-43 yeast inh: inhibitors of TDP-43 toxicity in yeast. TDP-43 expressing yeast growth rescue, BacTiter-Glo, 24 h. Potency, µM (titrated, usually from 46.1 µM), without a hit: at the top dose growth rescue (activation), actives largely listed as activators. hit rate 1.8% among 410,000; further: potency means the concentration at half of the fitted maximal effect; % of control where 0% means no effect; nearly all actives have a fitted effect of over 50% in size
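Galactose-induced TDP-43 yeast, OD600=0.02, compound pinned; 24 hr, 30 deg C; BacTiter-Glo luminescence for growth. Inhibitors of TDP-43 toxicity read as activators.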
GLP-1R inv ag: inverse agonists of human GLP-1 receptor; HEK293 GLP-1R CRE-luciferase, luminescence, 24 h; GLP-1R form is constitutively active; Potency, µM (doses to about 38.3 µM), for the others: at the top dose activity change, negative = inhibition, actives largely listed as inhibitors; hit rate 1.6% among 410,000; AID 624417; further: potency means the concentration at half of the fitted maximal effect; on the % scale 0 is the no-effect control and ±100 the full control effect; nearly all actives have a fitted effect of over 55% in size
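HEK293 cells stably co-expressing a cAMP-responsive luciferase reporter and constitutively active GLP-1R were seeded, incubated 12 h, then exposed to compounds for 24 h at 37 C. Luminescence was read 12 min after detection reagent; inverse agonists lower signal.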
PTHR1 agonist: activates the human parathyroid hormone receptor PTHR1; Q03431; HEK293 GP2 PTHR1 cells, GloSensor cAMP luminescence, 1 h; Potency, µM (highest dose often 115 µM), inactives show top-dose activation, hits mostly activators; hit rate 0.075% among 410,000; further: potency means the concentration at half of the fitted maximal effect; nearly all actives have a fitted effect of over 55% in size; some results filed as inactive show a strong effect at the top dose; inactives centre near -15; many of its hits are not listed in these tables
Target sequence (Q03431 whole entry, looked up): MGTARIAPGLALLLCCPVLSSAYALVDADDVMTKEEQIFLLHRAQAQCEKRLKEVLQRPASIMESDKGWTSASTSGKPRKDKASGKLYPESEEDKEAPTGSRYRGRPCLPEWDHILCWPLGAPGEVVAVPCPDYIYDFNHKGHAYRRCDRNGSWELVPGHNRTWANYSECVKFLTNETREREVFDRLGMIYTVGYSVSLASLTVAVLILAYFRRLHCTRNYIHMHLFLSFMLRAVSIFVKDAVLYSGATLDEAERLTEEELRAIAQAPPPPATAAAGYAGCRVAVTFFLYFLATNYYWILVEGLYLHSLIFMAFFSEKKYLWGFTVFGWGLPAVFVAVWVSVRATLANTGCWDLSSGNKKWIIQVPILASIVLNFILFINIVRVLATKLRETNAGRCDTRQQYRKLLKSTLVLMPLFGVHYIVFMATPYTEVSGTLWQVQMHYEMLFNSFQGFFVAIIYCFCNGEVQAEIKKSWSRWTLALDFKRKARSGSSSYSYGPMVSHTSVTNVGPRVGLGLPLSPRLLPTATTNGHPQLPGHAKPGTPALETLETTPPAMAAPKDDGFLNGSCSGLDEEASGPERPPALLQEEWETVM
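HEK-293-derived GP2 cells expressing PTHR1 and a GloSensor cAMP reporter, 3,000/well, plated overnight, given luciferin plus IBMX (each 0.5 mM as added) for 1 h at 37 °C, then compound for 1 h at 37 °C. Luminescence was read after 15 min at room temperature.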
GLP1R cytotox: cytotoxicity counter-screen for GLP-1 receptor inverse agonists | HEK293 cAMP-luciferase reporter cells, luminescence, 24 h | Potency, µM (highest dose often 38.3 µM), for inactives: at the highest dose activity change, negative = inhibition, usual class: inhibitors | hit rate 0.13% among 410,000 | AID 624418;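 further: loss of luciferase light is scored as toxicity; potency means the concentration at half of the fitted maximal effect; on the % scale 0 is the no-effect control and ±100 the full control effect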
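Luminescence readout: signal drop marks cytotoxicity. Plated cells grew 12 h at 37 °C, 5% CO2, received 23 nL compound for 24 h, then got luciferase reagent, read after 12 min at RT.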
GLP-1R agonist: activates the human GLP-1 receptor; P43220; HEK293 GLP-1R CRE-luciferase, luminescence, 4-6 h; cells express a hypersensitive GLP-1R form; Potency, µM (doses to about 45.6 µM), without a hit: at the highest dose activation, usual class: activators; hit rate 0.007% among 380,000; AID 624172; further: potency means the concentration at half of the fitted maximal effect; % of control where 0% means no effect
Active calls of the source: *; i = inactive; ? = inconclusive; . = no result given; & = joins results of further samples; [ ] = remark or other dose. Unless noted, the call rests on the fitted dose curve; in most records, active means well fitted curve in the direction sought with a large enough effect; inconclusive means small, poorly fitted or top-dose-only effect, or another doubt; inactive means no such curve, though single readings can be large; an effect the other way counts as inactive or inconclusive.

SMILES	DRD3 antagonist	aSyn rescue	KB-V1 cytotox	DRD3 agonist	TDP-43 yeast inh	GLP-1R inv ag	PTHR1 agonist	GLP1R cytotox	GLP-1R agonist
O=C(O)C1C2CCC(O2)C1C(=O)NCCC1=CCCCC1 (stereo not given)	-3	1%	?	0	9%	-3%	-10%	9%	-2%
CCOc1ccc(/C=N/n2c(COc3ccccc3)n[nH]c2=S)cc1OC	-26	-11%	-12%	-6	13%	101%[activator]	i	0%	28%
O=C(C=CC(=O)OC1CCCCC1)OC1CCCCC1	-13	-4%	6%	-10	-6%	?	i	3%	9%
O=C(CSc1n[nH]c(-c2cccnc2)n1)Nc1ccccc1	-1	-7%	12%	-6	20%	2%	-22%	3%	8%
O=C(CSCC(=O)N1CCCCC1)Nc1nc(-c2cccs2)cs1	1	-1%	7%	6	32µM*	?	-8%	0%	2%
CCOc1ccc(CN2CCN(Cc3c[nH]c4ccccc34)CC2)cc1	-60*	14%	0%	-51	7%	?	i	3%	1%
COCCNC(=O)C1(C)CCCN(C(=O)c2ccc(OC)cc2OC)C1 (stereo not given)	-12	-5%	4%	-6	19%	6%	-23%	-7%	-3%
Cc1[nH]c2ccccc2c1C(=O)C(C)OC(=O)c1ccc(NC(=O)CC#N)cc1 (stereo not given)	29	6%	-2%	20	12%	?	-11%	-15%	-2%
CN(C)S(=O)(=O)n1cc(/C=C(\NC(=O)c2ccccc2F)C(=O)NCCCN2CCOCC2)c2ccccc21	-2	3%	9%	-4	5%	-3%	-7%	-1%	3%
COC(=O)c1ccc(NC(=O)COc2ccc(N(C)S(=O)(=O)c3ccc(C)cc3)cc2)cc1	10	-3%	.	1	9%	?	-25%	2%	-1%
O=S(=O)(Cc1ccccc1)N1CCN(C/C=C/c2ccccc2)CC1	?	0%	6%	-24	-24%	-15%	i	4%	1%
CC(C)NC(=O)Nc1nnc([C@@H]2C[C@H](O)[C@@H](CO)O2)s1	-20	-2%	0%	38*	-4%	16%	4%	8%	-7%
NC(=S)N/N=C\c1c(OCc2ccccc2Cl)ccc2ccccc12	-18	-4%	-34%	-21	-14%[1.82 µM]	?	-16%	?	14%
CCOC(=O)Cn1c(=O)c(-c2ccccc2N)nc2ccccc21	10	-4%	-24%	-6	-2%	3%	-6%	-14%	11%
CCOC(=O)C(C(=O)OCC)N(C#N)c1nc(OC)nc(N(C)C)n1	0	9%	10%	-6	-9%	14%	i	6%	0%

Shown in markdown: entries from further up
| Compound | DRD3 antagonist | aSyn rescue | KB-V1 cytotox | DRD3 agonist | TDP-43 yeast inh | GLP-1R inv ag | PTHR1 agonist | GLP1R cytotox | GLP-1R agonist |
| --- | --- | --- | --- | --- | --- | --- | --- | --- | --- |
| O=C(O)C1C2CCC(O2)C1C(=O)NCCC1=CCCCC1 (stereo not given) | -3 | 1% | ? | 0 | 9% | -3% | -10% | 9% | -2% |
| CCOc1ccc(/C=N/n2c(COc3ccccc3)n[nH]c2=S)cc1OC | -26 | -11% | -12% | -6 | 13% | 101%[activator] | i | 0% | 28% |
| O=C(C=CC(=O)OC1CCCCC1)OC1CCCCC1 | -13 | -4% | 6% | -10 | -6% | ? | i | 3% | 9% |
| O=C(CSc1n[nH]c(-c2cccnc2)n1)Nc1ccccc1 | -1 | -7% | 12% | -6 | 20% | 2% | -22% | 3% | 8% |
| O=C(CSCC(=O)N1CCCCC1)Nc1nc(-c2cccs2)cs1 | 1 | -1% | 7% | 6 | 32µM* | ? | -8% | 0% | 2% |
| CCOc1ccc(CN2CCN(Cc3c[nH]c4ccccc34)CC2)cc1 | -60* | 14% | 0% | -51 | 7% | ? | i | 3% | 1% |
| COCCNC(=O)C1(C)CCCN(C(=O)c2ccc(OC)cc2OC)C1 (stereo not given) | -12 | -5% | 4% | -6 | 19% | 6% | -23% | -7% | -3% |
| Cc1[nH]c2ccccc2c1C(=O)C(C)OC(=O)c1ccc(NC(=O)CC#N)cc1 (stereo not given) | 29 | 6% | -2% | 20 | 12% | ? | -11% | -15% | -2% |
| CN(C)S(=O)(=O)n1cc(/C=C(\NC(=O)c2ccccc2F)C(=O)NCCCN2CCOCC2)c2ccccc21 | -2 | 3% | 9% | -4 | 5% | -3% | -7% | -1% | 3% |
| COC(=O)c1ccc(NC(=O)COc2ccc(N(C)S(=O)(=O)c3ccc(C)cc3)cc2)cc1 | 10 | -3% | . | 1 | 9% | ? | -25% | 2% | -1% |
| O=S(=O)(Cc1ccccc1)N1CCN(C/C=C/c2ccccc2)CC1 | ? | 0% | 6% | -24 | -24% | -15% | i | 4% | 1% |

(continued)
SMILES	DRD3 antagonist	aSyn rescue	KB-V1 cytotox	DRD3 agonist	TDP-43 yeast inh	GLP-1R inv ag	PTHR1 agonist	GLP1R cytotox	GLP-1R agonist
Cc1ccccc1Cn1nc(C)c(NC(=O)c2cc(-c3ccc(F)cc3)on2)c1C	.	.	-2%	6	10%	-9%	-6%	-8%	.
CN1CCN(C(=O)CN(c2cccc(Br)c2)S(=O)(=O)c2ccccc2)CC1	22	-5%	-20%	-4	9%	-8%	-60%[inhibitor]	-1%	-4%
Cc1cc(NC(=O)C2C3C(=O)N(CC4CCCO4)C(C(=O)NCc4ccccc4)C34C=CC2(C)O4)no1 (stereo not given)	-23	-4%	21%	-7	-12%	-22%	-11%[57.5 µM]	14%	-19%
COc1cccc(CNc2sc3c(c2C(=O)Nc2ccc(OC)cc2OC)CCC3)c1	.	.	28%	6	0%	-19%	i	-4%	.
CCc1ccc(S(=O)(=O)N2CC(=O)Nc3ccccc32)cc1	6	6%	-9%	10	-23%	21%	332%[57.5 µM]	26%	9%
O=C(CN1CCN(Cc2ccc(F)cc2Cl)S1(=O)=O)Nc1ccc(F)cc1	.	.	-17%	-9	1%	0%	-13%	-30%	.
O=C(O)CC/C(=N/NC(=O)CNC(=O)c1ccc2c(c1)OCCO2)c1ccccc1	-1	0%	2%	-4	-11%	3%	-7%	1%	5%
CCOc1ccc(CNCc2ccc(C(=O)O)cc2)cc1OC	-4	-4%	4%	1	-19%	6%	-3%	-6%	0%
CSc1cccc(CNC(=O)C2CCC(=O)N(CCc3ccccn3)C2)c1 (stereo not given)	0	3%	0%	14	19%	7%	-16%	1%	10%
CCOP(=O)(CC(C(C)=O)C(O)c1ccccc1)OCC (stereo not given)	0	-1%	-16%	-3	-25%	-4%	19%	0%	0%
CS(=O)(=O)c1[nH]nc(-c2cccc(Cl)c2)c1C#N	0	1%	-2%	-5	2%	14%	-11%	23%	-1%
O=C1CC(NCCc2ccccc2)C(=O)N1CCc1ccccc1 (stereo not given)	4	-17%	-4%	-12	1%	?	17%	9%	2%
COc1ccc(-c2cc(C(=O)Nc3ccccc3O)c3ccccc3n2)cc1	30	-6%	?	16	-11%	-21%	i	-11%	3%
COc1ccccc1OCC(=O)Nc1ccccc1C(=O)N1CCCC1	1	1%	-16%	-7	-19%	0%	i	-1%	3%
COc1ccccc1CNC(=S)NCCc1ccccc1	-4	-12%	?	-7	?	?	-18%	?	11%
CC(=O)Nc1ccc(NC(=O)CSc2nnc3ccc(-c4ccccn4)nn23)cc1	-24	3%	20%	-6	-14%	28%	-5%	0%	7%
CCn1c(SCC(=O)NCCc2ccccc2)nc2c([nH]c3ccccc32)c1=O	-1	7%	-6%	1	10%	33%[activator]	-4%	2%	-2%
CCC(C)NCCCCOc1ccc(Br)cc1 (stereo not given)	-23	2%	3%	-1	-14%	?	i	-12%	5%
COc1ccc(Cl)cc1C1=NOC2(CCC2)C(=O)N1Cc1cccc(C#N)c1	-11	20%	?	-3	17%	?	-34%[inhibitor]	3%	4%
CC[C@H](C)[C@H](NC(N)=O)C(=O)OCC(=O)NCc1ccc(Cl)cc1	-2	-19%	11%	-1	-14%	-9%	i	8%	-3%
Cc1[nH]nc(SCC(=O)Nc2ccc(C#N)cc2)c1[N+](=O)[O-]	7	-1%	2%	0	-4%	48%[activator]	18%	-3%	?
COc1ccc(Nc2nc(N3CCN(S(=O)(=O)N(C)C)CC3)nc3ccccc23)cc1	4	1%	-24%	3	-5%	?	-4%	-27%	10%
CCC(=O)N1CCc2cc(S(=O)(=O)NCCC(=O)N3CCc4ccccc4C3)ccc21	27	14%	-18%	7	18%	0%	-36%[inhibitor]	-7%	0%
O=C(NNC(=O)c1c(F)cccc1F)c1sccc1-n1cccc1	0	2%	-13%	0	-8%	4%	i	1%	-4%
CCN(CC(=O)NCc1ccc(Cl)cc1)C(=O)CCOc1ccc(C)cc1	?	8%	?	-15	-7%	?	-90%[inhibitor]	15%	0%
OCCc1ccccc1	8	1%	13%	18&-13	25%	1%	i	8%	-4%&7%
OCC1OC(n2cnc3ncccc32)C(O)C1O (stereo not given)	?	-11%	-3%	-7	18%	-7%	i	-4%	-1%
CCCn1c(N)c(C(=O)CSc2n[nH]c(-c3ccccc3F)n2)c(=O)n(C)c1=O	31	-5%	-19%	2	26%	-6%	-32%[inhibitor]	2%	-5%
O=C(CN1C(=O)c2ccccc2S1(=O)=O)c1ccccc1F	10	15%	?	-1	0%	?	-36%	0%	-4%
NS(=O)(=O)c1ccc(CNC(=O)c2ccc(S(=O)(=O)NCc3ccco3)cc2)cc1	5	-7%	0%	2	2%	0%	i	-4%	-1%

Only part of the results is shown. The share of hits here may be higher or lower than overall.
